Screening results as filed in PubChem.
Rab9 prom act: Rab9 promoter activation | AID 485297 | Potency, µM (top dose mostly 9.22 µM), inactives show at the top dose activation, negative = inhibition, hits mostly activators | 2.8% of 320,000 active | Huh7 Rab9 promoter-luciferase reporter, luminescence, 24 h; further: potency means the concentration at half of the fitted maximal effect; % of control where 0% means no effect; nearly all actives have a fitted effect of over 60% in size
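Promoter activation is measured as luciferase luminescence in Huh7 cells stably transfected with a Rab9 promoter–luciferase construct, following 24 h compound exposure at 37 °C and 10 min reagent incubation at ambient temperature.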
FLuc modulator: counter-screen for miR-21 project: firefly luciferase inhibitors or activators. P08659. 6.9% of 360,000 active. Potency, µM (titrated, usually from 57.5 µM), without a hit: at the highest dose activity change, negative = inhibition, actives largely listed as inhibitors. purified FLuc, Km substrates, luminescence inhibition;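 further: potency means the concentration at half of the fitted maximal effect; plate controls were vehicle for no effect and reference inhibitor for full effect; nearly all actives have a fitted effect of over 55% in size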
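Purified P. pyralis luciferase (10nM final) with 10uM D-luciferin and 10uM ATP (Km levels) in 50mM Tris acetate pH 7.5, 10mM Mg acetate, 0.01% Tween-20, 0.05% BSA; qHTS 6-point titration, ~60 µM downward; luminescence read.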
Gal4-VP16 FLuc: counter-screen for ROR gamma inhibitors: Gal4-VP16 reporter. Drosophila S2 Gal4-VP16 UAS-luciferase, luminescence, 20 h. Potency, µM (top dose mostly 53.6 µM), without a hit: top-dose activity, negative = inhibition, actives largely listed as inhibitors. 3.5% of 310,000 active;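 further: Gal4-VP16 expression switched on by copper sulfate through the metallothionein promoter; potency means the concentration at half of the fitted maximal effect; on the % scale 0 is the no-effect control and ±100 the full control effect; nearly all actives have a fitted effect of over 50% in size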
Menin-MLL TR inh: inhibitors of human menin-MLL interaction, mutant MLL peptide | Menin + Texas Red MLL mutant peptide, fluorescence polarization | Potency, µM (top dose mostly 61.6 µM), for inactives: at the highest dose FP activity change, negative = inhibition, hits mostly inhibitors | O00255 | AID 1768 | 0.23% of 270,000 active; active means well fitted inhibition curve with a large enough effect in the polarisation, with a control signal flat, not every such curve was filed as active; inconclusive means small, poorly fitted or top-dose-only effect, or effect the other way, or a change in a side signal; inactive means no such curve, though single readings can be large or run the other way; the % refers to the polarisation; further: potency means the concentration at half of the fitted maximal effect; % of control where 0% means no effect; many of its hits are not listed in these tables
NPC1 promoter act: NPC1 promoter activation | AID 485313 | Potency, µM (doses to about 9.22 µM), for the others: at the highest dose activation, hits mostly activators | 2.4% of 320,000 active | Huh7 NPC1 promoter luciferase reporter, 24 h;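 further: potency means the concentration at half of the fitted maximal effect; % of control where 0% means no effect; nearly all actives have a fitted effect of over 60% in size; reporter is driven by a mutant NPC1 promoter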
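Stable NPC1-promoter luciferase Huh7 line; cpd (DMSO) 24 h, 37 °C, 5% CO2; Amplite luciferase reagent 10 min RT; luminescence readout. qHTS format.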
PKM2 act: PKM2 (human) enzyme activation; P14618; purified PKM2, Kinase-Glo ATP luminescence, activation; response scale: 0% is enzyme alone, no compound; Potency, µM (titrated, usually from 57.5 µM), for inactives: at the top dose activation, hits mostly activators; 0.34% of 260,000 active; AID 1631; further: potency means the concentration at half of the fitted maximal effect; on the % scale 0 is the no-effect control and ±100 the full control effect; nearly all actives have a fitted effect of over 55% in size
Target sequence (P14618 whole entry, looked up): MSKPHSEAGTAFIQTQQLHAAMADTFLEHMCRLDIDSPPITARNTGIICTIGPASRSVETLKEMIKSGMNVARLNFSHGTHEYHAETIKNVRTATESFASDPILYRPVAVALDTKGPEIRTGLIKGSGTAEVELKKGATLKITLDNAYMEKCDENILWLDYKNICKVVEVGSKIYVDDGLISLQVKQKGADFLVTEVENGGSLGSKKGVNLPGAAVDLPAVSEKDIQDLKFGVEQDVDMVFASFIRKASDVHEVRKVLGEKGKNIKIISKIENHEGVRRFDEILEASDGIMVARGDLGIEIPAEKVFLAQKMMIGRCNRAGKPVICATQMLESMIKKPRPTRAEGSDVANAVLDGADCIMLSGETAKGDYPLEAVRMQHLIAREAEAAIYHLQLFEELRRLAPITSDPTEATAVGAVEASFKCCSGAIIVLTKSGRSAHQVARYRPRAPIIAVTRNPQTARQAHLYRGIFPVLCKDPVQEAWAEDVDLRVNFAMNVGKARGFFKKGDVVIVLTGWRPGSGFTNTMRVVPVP
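Purified hPK-M2 (>95% pure) converted ADP (0.1 mM final) to ATP with 0.5 mM PEP in 50 mM imidazole pH7.2, KCl, MgCl2, Tween 20, BSA; 1 h at room temperature. ATP detected by Kinase-Glo luminescence.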
KCNH2 3.1 block: inhibitors of human KCNH2 3.1 potassium channel isoform. activity change, % (tested at about 1.8 µM). 0.95% of 340,000 active. U2OS KCNH2 3.1, thallium flux FluxOr; stronger effect = lower value. AID 720553;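 active means maximum activity change below -70%; inconclusive means maximum activity change from -70% to -50%; inactive means maximum activity change above -50%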;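 further: thallium influx rate constant from kinetic fluorescence after stimulation buffer; on the % scale 0 is the no-effect control and ±100 the full control effect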
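U2OS cells transduced with KCNH2 3.1 mutant virus (1.77 x 10^8 /mL, 4 h), plated overnight at 37 C, loaded 45 min with FluxOr dye plus Red40 quencher. Thallium flux rate constant from kinetic reads after stimulation buffer, normalised to controls.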
ELG1 DNA repair: blocks ELG1-dependent DNA repair in HEK293T cells; HEK293T ELG1-luciferase reporter, luminescence, 16 h; DNA damage induced by 5-fluorouridine; Potency, µM (doses to about 46.1 µM), for the others: at the highest dose activity change, negative = inhibition, most hits filed as inhibitors; 2.3% of 330,000 active; AID 504467; further: potency means the concentration at half of the fitted maximal effect; on the % scale 0 is the no-effect control and ±100 the full control effect; nearly all actives have a fitted effect of over 55% in size
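5-Fluorouridine DNA damage + compound/DMSO, 2,000 cells/well, 16 h, 37 °C/5% CO2. ONE-Glo, 30 min RT, luminescence. Readout = decrease in reporter signal.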
MBNL1 CUG block: blocks human MBNL1 binding to CUG repeat RNA; TR-FRET MBNL1-His/biotin-(CUG)12 binding, 665/545 ratio; Potency, µM (titrated, usually from 57.5 µM), for inactives: at the top dose activity change, negative = inhibition, usual class: inhibitors; 0.036% of 280,000 active; AID 2675; active means well fitted inhibition curve with a large enough effect in the signal ratio, with a control signal flat, not every such curve was filed as active; inconclusive means small, poorly fitted or top-dose-only effect, or effect the other way, or a change in a side signal; inactive means no such curve, though single readings can be large or run the other way; the % refers to the signal ratio; further: potency means the concentration at half of the fitted maximal effect; on the % scale 0 is the no-effect control and ±100 the full control effect
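TR-FRET readout: Ex 340 nm, 665/545 nm emission ratio, normalized to buffer-only (basal) and MBNL1-(CUG)12 controls. Complex of MBNL1-His with Biotin-(CUG)12, compounds 92 nM–58 uM, incubated 60 min at room temperature.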
RORg inh: inhibitors of mouse ROR gamma transcriptional activity; P51450; Potency, µM (doses to about 53.6 µM), without a hit: top-dose activity change, negative = inhibition, most hits filed as inhibitors; Drosophila S2 Gal4-RORgamma UAS-luciferase reporter, 20 h; 5.4% of 310,000 active; AID 2551; further: potency means the concentration at half of the fitted maximal effect; on the % scale 0 is the no-effect control and ±100 the full control effect; nearly all actives have a fitted effect of over 60% in size
Target sequence (P51450 whole entry, looked up, the tested form may be a part): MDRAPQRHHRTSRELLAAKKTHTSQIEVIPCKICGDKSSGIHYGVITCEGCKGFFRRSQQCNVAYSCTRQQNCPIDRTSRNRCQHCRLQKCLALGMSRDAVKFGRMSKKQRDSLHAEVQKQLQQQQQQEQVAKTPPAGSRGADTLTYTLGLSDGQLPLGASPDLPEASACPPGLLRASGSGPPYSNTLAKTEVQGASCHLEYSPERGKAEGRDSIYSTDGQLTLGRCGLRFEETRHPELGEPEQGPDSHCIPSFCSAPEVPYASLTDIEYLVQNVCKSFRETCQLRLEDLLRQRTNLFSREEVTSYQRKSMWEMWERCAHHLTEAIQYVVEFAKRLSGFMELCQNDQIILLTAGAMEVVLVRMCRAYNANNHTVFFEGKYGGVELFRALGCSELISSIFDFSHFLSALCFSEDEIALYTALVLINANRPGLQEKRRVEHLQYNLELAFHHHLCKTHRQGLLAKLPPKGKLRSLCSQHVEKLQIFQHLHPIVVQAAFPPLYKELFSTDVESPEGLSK
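Stably transfected Drosophila Schneider cells are the test system, with ROR gamma fused to Gal4 and luciferase under UAS control; luminescence is read after 20 hr of 700 uM copper sulfate induction at ambient temperature.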
Mito fusion yeast: inhibitors of mitochondrial division or activators of mitochondrial fusion | S. cerevisiae fusion-defective mutant growth rescue, CellTiterGlo 48 h | Potency, µM (doses to about 46.1 µM), inactives show at the top dose growth rescue (activation), actives largely listed as activators | 0.23% of 320,000 active;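 further: potency means the concentration at half of the fitted maximal effect; % of control where 0% means no effect; nearly all actives have a fitted effect of over 45% in size; temperature-sensitive fusion mutants such as fzo1-1 at 37 °C on non-fermentable ethanol glycerol medium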
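Compounds are tested for their ability to restore growth of mitochondrial fusion-defective yeast strains at non-permissive 37C in YPEG medium over 48 hours. Viability is quantified by luciferase luminescence.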
The depositor's hits bear a star; ? = inconclusive; · = no result given; [ ] = remark or other dose. Unless noted, the call rests on the fitted dose curve; in most records, active means well fitted curve in the direction sought with a large enough effect; inconclusive means small, poorly fitted or top-dose-only effect, or another doubt; inactive means no such curve, though single readings can be large; an effect the other way counts as inactive or inconclusive.

SMILES | Rab9 prom act | FLuc modulator | Gal4-VP16 FLuc | Menin-MLL TR inh | NPC1 promoter act | PKM2 act | KCNH2 3.1 block | ELG1 DNA repair | MBNL1 CUG block | RORg inh | Mito fusion yeast
COc1cc(NCC(=O)Nc2cccc(S(=O)(=O)N3CCCCC3)c2)cc(OC)c1OC | -2.8% | 3.0% | · | · | -7.0% | · | 5.4 | -7.9% | · | · | -4.1%
Cc1nnc(NC(=O)c2oc3c(ccc4ccccc43)c2C)s1 | -7.4% | -1.2% | -5.0% | 42.2%[activator] | 0.5% | -2.3% | -8.3 | -19.1% | 2.3% | 12.6µM* | 3.1%
Cc1ccc(C(C(=O)NCc2ccccc2)N(Cc2cccs2)C(=O)c2ccc3c(c2)OCCO3)cc1 (stereo not given) | -0.2% | 2.5% | -3.0% | -15.1% | 0.7% | 3.0% | -36.0 | 2.91µM* | ? | 18.5% | 27.1%
COc1ccc(/C=C/C(=O)c2cc(Br)ccc2O)cc1OC | -14.1% | 6.4% | -16.3% | 3.0% | -1.3% | 14.7% | 7.2 | ? | 5.1% | 8.6% | 0.4%
CCOC(=O)c1c(CN2CCN(c3ccccc3)CC2)oc2ccc(O)cc12 | 2.4% | 0.4% | 8.1% | 0.7% | -3.0% | -1.0% | -16.4 | -26.8% | -6.6% | -7.4% | ?
CN(C)/C=C/C(=O)c1ccccc1F | 7.1% | -13.2% | -5.6% | -4.2% | 0.1% | -1.5% | -1.2 | 14.7% | -9.6% | -10.2% | -3.7%
Cc1cc(N2CC34C=CC(O3)C(C(=O)O)C4C2=O)no1 (stereo not given) | -0.8% | 1.0% | -7.8% | -26.6% | 2.2% | -9.0% | 31.6 | 10.3% | -1.2% | -8.8% | -1.9%
COc1cccc(OC)c1C(=O)N1CCN(S(=O)(=O)c2ccccc2)CC1 | -7.5% | -0.5% | -2.1% | 5.6% | 1.4% | -2.6% | -6.4 | 13.8% | 1.2% | -5.5% | 0.3%
CCCNC(=O)Cn1nc(C(F)(F)F)cc1C | -1.6% | -1.5% | 4.3% | 16.5% | 0.1% | -3.0% | -1.9 | -4.4% | 5.6% | -19.0% | -9.4%
O=C(O)C(Sc1ccncn1)c1ccccc1 (stereo not given) | 3.8% | -0.9% | -13.7% | 15.8% | -8.2% | 6.1% | -0.4 | -2.1% | -6.3% | -3.6% | -7.3%
CCOC(=O)C1CCN(S(=O)(=O)c2ccc(OC)c(Cl)c2Cl)CC1 | -2.8% | 3.1% | -1.2% | -4.1% | 1.3% | ? | -1.8 | -2.3% | -2.6% | -2.5% | 4.8%
COc1ccc(CN2CCN(C(=O)CC(C)C)CC2)c(OC)c1OC | -0.9% | 4.3% | 2.7% | 3.4% | -7.2% | -0.3% | 1.3 | -12.8% | 2.2% | -1.0% | -2.1%
CCC1COCCS(=O)(=O)N1Cc1ccc(C)cc1 (stereo not given) | -1.2% | 2.8% | 3.1% | 7.7% | 1.9% | 3.2% | -29.4 | -13.8% | -6.7% | -10.1% | 0.9%
Cc1cccc(C)c1NC(=O)C(NC(=O)c1ccccn1)c1ccccc1[N+](=O)[O-] (stereo not given) | -4.0% | 0.6% | -16.5% | -24.7% | -3.3% | -14.8% | 2.4 | 1.9% | ? | 4.0% | 2.7%
COCCNC(=S)Nc1ccc([N+](=O)[O-])cc1C | 3.0% | -1.7% | ? | -9.8% | 2.5% | -3.5% | -10.7 | -18.5% | ? | ? | 3.7%
Cc1ccc(-c2csc(NC(=O)CN3CCC(C(N)=O)CC3)n2)cc1 | -2.3% | ? | -3.2% | -0.4% | 6.4% | -2.0% | 4.6 | ? | -5.7% | -4.1%[1.91 µM] | -0.7%
Cn1cccc1CC(=O)N/N=C/c1ccc(Cl)c([N+](=O)[O-])c1 | -0.9% | 0.3% | 6.0% | · | -3.3% | 3.7% | 10.5 | 4.5% | ? | 39.4% | 0.5%
COc1cc(SC)ccc1C(=O)Nc1ccc2ncccc2c1 | 0.447µM* | 0.757µM* | -20.3% | 4.9% | 1.26µM* | -3.7% | 12.4 | ? | 82.5%[activator] | ? | 2.2%
CC1CN(CC(=O)c2c(N)n(Cc3ccccc3)c(=O)n(C)c2=O)CC(C)O1 (stereo not given) | 0.8% | 1.2% | 1.4% | · | -2.1% | -7.2% | 5.2 | 2.5% | -3.3% | -0.6% | 4.9%
Nc1c(C(=O)c2ccccc2)sc2c1c(=O)[nH]c(=O)n2-c1ccccc1 | 1.5% | -0.8% | -0.6% | 38.1%[activator] | -2.6% | -4.1% | 4.4 | ? | 29.3% | 6.2% | 5.2%
Cc1cnc(C(=O)N2CCCC(N3CCN(c4ccccc4F)CC3)C2)cn1 (stereo not given) | 2.2% | -0.4% | · | 1.4% | -4.2% | -0.6% | · | 0.5% | -3.8% | · | -0.5%
CC(C)[C@H](NC(=O)c1ccco1)C(=O)OCC(=O)Nc1ccc(Cl)c(S(=O)(=O)N(C)C)c1 | -2.7% | -2.0% | -3.8% | · | 4.1% | -10.6% | -16.6 | -27.2% | -0.9% | 2.6% | -2.5%
CN1CCN(C(=O)c2cnn(-c3ccccc3)c2NC(=O)c2ccccc2Br)CC1 | 1.3% | -3.6% | -7.5% | 12.7% | 0.7% | 3.4% | -3.5 | 19.1% | -4.1% | 3.9% | -0.8%
N#C/C(=C\c1ccncc1)c1ccccn1 | 5.6% | -2.7% | 2.1% | -9.6% | -2.8% | · | 15.7 | -21.2% | 1.3% | -25.6% | 9.0%
Cc1nc(NC(=O)c2ccc(F)cc2)sc1C(=O)Nc1ccc2c(c1)CCC2 | 5.1% | 13.5µM* | ? | · | 0.0% | -4.2% | -23.1 | 12.9% | 62.2%[activator] | ? | -0.3%
CCOC(=O)c1cc2c(=O)n3ccccc3nc2n(Cc2ccco2)c1=NC(=O)c1cccnc1 | -0.3% | -1.6% | -2.1% | 20.6% | -1.0% | 20.5% | 2.8 | ? | ? | 1.1% | -0.7%
COc1ccccc1OCC(=O)OCC(=O)Nc1sccc1C(N)=O | -5.3% | -3.4% | -19.4% | -3.7% | -3.6% | 7.8% | 13.2 | 0.2% | · | 13.9%[10 µM] | -5.3%
COC(=O)c1ccc(OC(=O)N2CCOCC2)cc1 | 11.2% | -2.0% | 11.3% | ? | 12.0% | -0.4% | -2.4 | -6.0% | 6.9% | 10.9% | 1.9%
Cc1ccc(/C=c2/sc3nnc(-c4ccccc4Cl)n3c2=O)o1 | 0.2% | 15.1µM* | ? | ? | 1.0% | 8.91µM* | 8.5 | 3.0% | 9.9% | 4.47µM* | 1.6%
CCc1ccc(OCC(=O)N2CCc3ccccc32)cc1 | 2.24µM* | 2.69µM* | -0.1% | -19.0% | 3.55µM* | · | -7.1 | ? | -3.6% | 9.1% | 15.6%
Cc1c(C(=O)Nc2cc(F)ccc2F)sc2nc3n(c(=O)c12)CCCCC3 | 1.58µM* | -7.3% | -0.5% | · | 2.82µM* | · | 5.6 | ? | 1.5% | 37.2% | -27.8%
CN(C)c1ccnc2sc3c(=O)n(Cc4ccccc4)cnc3c12 | -4.3% | 3.3% | -0.9% | -6.8% | 15.3% | 6.0% | -44.8 | 4.61µM* | 5.1% | -2.8% | -23.2%
Cc1ccnc(NS(=O)(=O)Cc2ccccc2)c1 | 1.4% | 0.5% | 8.0% | 2.7% | -4.5% | 7.0% | 15.7 | 0.0% | -11.7% | 5.0% | 2.8%
Cc1cc(/C([O-])=C(/C(=S)Nc2ccc(F)cc2)[n+]2ccccc2)c(C)n1-c1ccc(F)cc1 | 22.4% | ? | -0.3% | 0.4% | 11.2% | -1.2% | -5.4 | ? | 15.0% | ? | -2.3%
COc1cc2cnc(-c3ccccc3)c(-c3ccc([N+](=O)[O-])cc3)c2cc1OC | -5.3% | ? | · | · | -0.8% | · | 14.0 | ? | · | · | ?
O=C(/C=C/c1ccco1)c1ccc(O)cc1 | ? | 13.5µM* | -7.9% | 51.9%[activator] | 12.7% | 6.0% | · | ? | 14.3% | ? | 2.2%
COC(C[C@@H]1O[C@H]1[C@H](O)COCc1ccccc1)OC | -5.4% | 0.4% | -5.2% | · | -7.5% | -0.6% | -0.2 | 17.0% | 12.1% | -4.7% | 16.6%

These rows are one share of the data. The share of hits here may be higher or lower than overall.
